From PubChem
tuberculosis growth = growth inhibition of non-replicating M. tuberculosis (AID 488890). one-dose inhibition, % at 25 µM; IC50 in µM for titrated hits. 0.39% of 320,000 active. Mycobacterium tuberculosis non-replicating, growth inhibition; higher % means a stronger effect; in the data active = a potency from the dose series; inconclusive = inhibition mostly from about 82% at the one dose, without a potency; inactive = the rest, 99 in 100 with inhibition below about 76%;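 also: plate controls were DMSO cells for no effect and high antibiotic wells for full effect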
PhoP GFP inhibition = PhoP regulon inhibitors, Salmonella typhi PhoP promoter GFP reporter, confirmatory (AID 1850) | 0.33% of 310,000 active | inhibition, % at 50 µM, or IC50 in µM where a hit was titrated | Salmonella Typhi PhoP-promoter GFP reporter, fluorescence, 4 h; higher % means a stronger effect; in the data active = a potency from the dose series; inconclusive = inhibition mostly from about 25% at the one dose, without a potency; inactive = the rest, 99 in 100 with inhibition below about 19%;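 also: 0% = induced wells with vehicle and 100% = uninduced wells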
VEEV TC-83 Vero = inhibitors of VEEV TC-83 cytopathic effect, confirmation, Vero cells (AID 588727). Vero cells, VEEV TC-83 cytopathic effect inhibition; higher % means a stronger effect. 0.13% of 350,000 active. inhibition, % at 20 µM, or IC50 in µM where a hit was titrated; in the data active = a potency from the dose series; inconclusive = inhibition mostly from about 14% at the one dose, without a potency; inactive = the rest, 99 in 100 with inhibition below about 12%; also: strong numbers were not always called active
H37Rv inhibition = M. tuberculosis growth inhibition, HTS (AID 449762); M. tuberculosis H37Rv growth inhibition, 7H9 media; higher % means a stronger effect; inhibition, % at 25 µM; hits with a dose series show IC50 in µM; 0.59% of 330,000 active; in the data active = a potency from the dose series; inconclusive = inhibition above about 70% without an active follow-up result;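 also: bacterial growth assessed after seven days of incubation; strong numbers were not always called active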
H1N1 NS1A inhibition = NS1A inhibition, H1N1 influenza, cell based functional assay (AID 504329) | 0.3% of 340,000 active | NS1A functional cell-based assay, percent inhibition; higher % means a stronger effect | inhibition, % at 12.5 µM; hits with a dose series show IC50 in µM; in the data active = a potency from the dose series; inconclusive = inhibition above about 27% without an active follow-up result; also: strong numbers were not always called active
VEEV TC-83 Vero 10K pilot screen = also measured in VEEV TC-83 Vero; calls as there; inhibition, %; measured here: 10K pilot screen inhibition
Starred values were filed as active, the others as inactive; i = inactive; ? = inconclusive; nt = not tested or not shown.

SMILES	tuberculosis growth	PhoP GFP inhibition	VEEV TC-83 Vero	H37Rv inhibition	H1N1 NS1A inhibition	others
N/C(=N\OC(=O)Cc1ccc(-c2ccccc2)cc1)c1ccccn1	53%	-6%	2.5%	-1%	11%
CCCCNc1oc(-c2cccs2)nc1S(=O)(=O)c1ccccc1	2%	-3%	i	6%	6%	VEEV TC-83 Vero 10K pilot screen=2.8
CC(=O)C1=C(C)OC(N)=C(C#N)C1c1cc2cc(C)c(C)cc2nc1Cl (stereo not drawn)	0%	2%	4.7%	-5%	5%
COC(=O)c1sc(N2C(=O)C(O)=C(C(=O)c3ccc(C)o3)C2c2ccc(F)cc2)nc1C (stereo not drawn)	63%	-3%	0.9%	-8%	-1%
CC(=O)c1cccc(NC(=O)N2CCCC2C(=O)NCCC(C)C)c1 (stereo not drawn)	-20%	6%	4.5%	4%	6%
CC1(C)NC(=O)N(CCOc2ccc([N+](=O)[O-])cc2)C1=O	2%	4%	1.1%	4%	-6%
Cc1cc(Br)ccc1NC(=O)CN(C)C(=O)CCSc1ccc(F)cc1	31%	-7%	1.0%	-5%	5%
CCN(CC)C(=O)c1ccccc1NC(=O)c1cccc(S(=O)(=O)N(CC)CC)c1	-16%	0%	i	0%	11%
Cc1cccnc1NC(=O)CN1C(=O)c2ccccc2S1(=O)=O	-13%	4%	1.4%	-3%	-3%
C=CCn1c(O)c(/C=C2/C=c3ccccc3=N2)c(=O)[nH]c1=S	76%	-3%	1.6%	9%	2%
O=C(CCS(=O)(=O)c1ccccc1)Nc1ccc2c(c1)C(=O)NC2=O	-1%	33%	0.1%	-2%	3%
COc1ccc(NC(=O)CC2C(=O)N(C)C(=S)N2Cc2ccco2)cc1 (stereo not drawn)	23%	-3%	i	0%	3%
O=c1[nH]cc(N=Cc2cc(Cl)cc(Cl)c2O)c(=O)[nH]1	32%	6%	0.1%	9%	-13%
CCOc1ccc(-n2cc(C(=O)c3cc(Cl)ccc3O)cc(C#N)c2=O)cc1	2%	9%	0.3%	53%	13%
O=C(Cc1ccccc1[N+](=O)[O-])NCCc1ccc(F)cc1	1%	-9%	i	-4%	-8%
C=C(C)Cn1c(SCC(=O)O)nnc1-c1ccc(C(C)(C)C)cc1	6%	-1%	4.2%	-2%	0%
CC(CN1CCOCC1)OC(=O)c1ccccc1Br (stereo not drawn)	3%	-2%	1.1%	-4%	-8%
CCCOc1ccc(CCc2n[nH]c(=S)n2Cc2ccccc2)cc1	-7%	-8%	4.9%	-2%	-7%
COc1cc2cc(C(c3nnnn3C3CCCC3)N3CCCCC3)c(=O)[nH]c2cc1OC (stereo not drawn)	8%	-2%	1.2%	4%	0%
N#C/C(=C\c1ccc([N+](=O)[O-])cc1)c1ccccn1	64%	2%	13%	17%	8%

Looked up by compound from above:
SMILES	tuberculosis growth	PhoP GFP inhibition	VEEV TC-83 Vero	H37Rv inhibition	H1N1 NS1A inhibition	others
O=C(Cc1ccccc1[N+](=O)[O-])NCCc1ccc(F)cc1	1%	-9%	i	-4%	-8%
C=C(C)Cn1c(SCC(=O)O)nnc1-c1ccc(C(C)(C)C)cc1	6%	-1%	4.2%	-2%	0%

Additional entries follow.
SMILES	tuberculosis growth	PhoP GFP inhibition	VEEV TC-83 Vero	H37Rv inhibition	H1N1 NS1A inhibition	others
Cn1c(C(O)c2ccccc2F)nc(Cl)c1Cl (stereo not drawn)	8%	26%	2.3%	-2%	5%
CCOC(=O)c1cnn(-c2ccccc2)c1NC(=O)CN1CCOCC1	-8%	-4%	i	-4%	-17%
O=C1CCCN1CCCNC(=S)Nc1ccc(F)c(Cl)c1	72%	4%	1.2%	5%	7%
Oc1ccccc1N1CCN(C(=S)NCc2ccccc2)CC1	13%	-16%	3.6%	3%	5%
Cc1ccccc1NC(=O)CSc1ccc(-c2cccnc2)nn1	-14%	-4%	3.9%	-3%	0%
O=C(/C=C/c1ccccc1)Nc1ccc(Br)cn1	22%	10%	0.9%	-5%	2%
CC(=O)Nc1cccc([As](=O)(c2cccc(NC(C)=O)c2)c2cccc(NC(C)=O)c2)c1	-11%	-2%	i	-2%	8%
O=C(COC(=O)c1ccccc1-c1ccccc1[N+](=O)[O-])c1ccccc1	20%	11%	5.6%	-3%	-1%
Cc1ccc(S(=O)(=O)NC(CC(N)=O)C(=O)O)cc1 (stereo not drawn)	-3%	8%	i	-1%	10%
CC(Cl)C(=O)N1c2ccccc2CCc2ccccc21 (stereo not drawn)	3%	4%	i	13%	-22%
Cc1nn(-c2ccc(Cl)cc2Cl)c(C)c1C(=O)O	-4%	2%	0.8%	-2%	-2%
CS(=O)(=O)Nc1ccc(N2CCN(c3ccc(C(F)(F)F)cn3)CC2)nc1	8%	-1%	0.7%	6%	-13%
COCc1cc(C)nc(SCC(=O)Nc2nc(C)cs2)c1C#N	27%	-14%	13%	8%	-4%
O=C(COC(=O)Cn1cnc2ccccc2c1=O)NCc1ccccc1	nt	nt	0.9%	nt	-5%
CCOC(=O)c1c(CC(C)C)csc1NC(C)=O	-4%	5%	1.0%	-2%	-9%
CCOc1cc(/C=N/NC(=O)c2nnn(-c3nonc3N)c2C)ccc1OCc1cccc(F)c1	7%	5%	0.5%	-1%	-6%
CCOc1ccccc1NC(=O)C1C2C=CC(O2)C1C(=O)O (stereo not drawn)	4%	2%	1.8%	-5%	-6%
COc1ccccc1C1(CCNC(C)c2cccs2)CCOC(C(C)C)C1 (stereo not drawn)	48%	-5%	i	12%	nt
O=C(NCc1cccnc1)C(=O)NCC1OCCN1S(=O)(=O)c1ccc(F)cc1 (stereo not drawn)	5%	4%	i	-7%	-7%
COc1ccc(NC(=O)NC2(C(=O)N3CCCCC3)CCCCC2)cc1	-1%	1%	2.5%	-2%	8%
Cc1ccc(N(C(=O)Cn2nnc3ccccc32)C(C(=O)NCc2ccco2)c2ccc(C)o2)cc1 (stereo not drawn)	nt	nt	0.6%	nt	-2%
O=C(COc1ccccc1)Nc1cc2c3c(c1)CC(=O)N3CCC2	34%	10%	1.7%	2%	-2%
COc1cc(OC)cc(C(=O)NNC(=O)c2ccc3ccccc3n2)c1	nt	nt	11%	nt	-15%
CC1CCc2nn(CC(=O)NCCN3CCCCC3C)cc2C1 (stereo not drawn)	-6%	-6%	0.0%	-5%	-1%
O=C(N/N=C/c1ccncc1)c1ccc2c(c1)OCO2	3%	13%	0.9%	?	3%
c1ccc(-c2csc3ncn4nnnc4c23)cc1	-11%	4%	0.9%	-3%	-1%
CCN1CCN(c2cc3c(nn2)Oc2ccccc2N3C)CC1	-2%	-4%	2.0%	9%	-7%
Cc1cc2oc(C(=O)Nc3ccc(S(=O)(=O)Nc4ncccn4)cc3)c(C)c2cc1Cl	21%	13%	8.0%	3%	4%
Brc1ccc2c(c1)CNc1c(ncnc1N1CCOCC1)O2	16%	-7%	0.1%	-12%	2%
CC(=O)c1ccc(NC(=O)CN2C(=O)NC3(CCCc4ccccc43)C2=O)cc1 (stereo not drawn)	6%	nt	2.0%	3%	-2%
CSc1nc(N)nc2c1ncn2C1OC(CO)C(O)C1O (stereo not drawn)	nt	nt	i	nt	-3%
C#CCOCCOCCOCCNc1nc(N2CCN(C(=O)[C@H](CCCCN)n3cc([C@@H](N)CO)nn3)CC2)nc(N2CCN(C(=O)[C@H](CCCCN)n3cc([C@@H](N)CC(C)C)nn3)CC2)n1	67%	nt	7.4%	11%	-13%
CCc1ccc(Nc2nnc(SCn3nnc4ccccc4c3=O)s2)cc1	-8%	-3%	8.6%	-13%	9%
CC(O)c1cccc(NC(=O)Cc2cccc3ccccc23)c1 (stereo not drawn)	11%	8%	nt	4%	nt
CCC(CC)C(=O)NCc1ccccc1OC	4%	-2%	i	-4%	-7%
Cc1cc(C)c(NC(=O)COC(=O)C2CCC(=O)N2)c(C)c1 (stereo not drawn)	-4%	-5%	1.6%	-5%	0%
COC(=O)C1=C(C)N(C2CCCCC2)C(=O)/C1=C\c1cccs1	-5%	-2%	9.4%	6%	nt
CCOc1ccc(CO[C@@H]2O[C@H](CO)[C@@H](O)[C@H](O)[C@H]2NC(C)=O)cc1OC	-17%	8%	i	2%	-8%
O=C(NCCN1CCOCC1)c1ccc(Cl)c(S(=O)(=O)N2CCCC2)c1	5%	0%	i	-9%	0%
CC(=O)c1ccc(NC(=O)C(C)N(C)CC(=O)Nc2ccccc2Cl)cc1 (stereo not drawn)	-7%	-4%	0.3%	-5%	5%

In the list so far, seven contain an aryl methoxy group:
SMILES	tuberculosis growth	PhoP GFP inhibition	VEEV TC-83 Vero	H37Rv inhibition	H1N1 NS1A inhibition	others
COc1ccc(NC(=O)CC2C(=O)N(C)C(=S)N2Cc2ccco2)cc1 (stereo not drawn)	23%	-3%	i	0%	3%
COc1cc2cc(C(c3nnnn3C3CCCC3)N3CCCCC3)c(=O)[nH]c2cc1OC (stereo not drawn)	8%	-2%	1.2%	4%	0%
COc1ccccc1C1(CCNC(C)c2cccs2)CCOC(C(C)C)C1 (stereo not drawn)	48%	-5%	i	12%	nt
COc1ccc(NC(=O)NC2(C(=O)N3CCCCC3)CCCCC2)cc1	-1%	1%	2.5%	-2%	8%
COc1cc(OC)cc(C(=O)NNC(=O)c2ccc3ccccc3n2)c1	nt	nt	11%	nt	-15%
CCC(CC)C(=O)NCc1ccccc1OC	4%	-2%	i	-4%	-7%
CCOc1ccc(CO[C@@H]2O[C@H](CO)[C@@H](O)[C@H](O)[C@H]2NC(C)=O)cc1OC	-17%	8%	i	2%	-8%

Other results follow:
SMILES	tuberculosis growth	PhoP GFP inhibition	VEEV TC-83 Vero	H37Rv inhibition	H1N1 NS1A inhibition	others
c1ccc2[nH]c(SCc3ccc(-c4nnco4)cc3)nc2c1	38%	-8%	1.6%	6%	14%
CC(=O)c1ccc(S(=O)(=O)N(CCCO)Cc2cc3cc4c(cc3[nH]c2=O)OCCO4)cc1	-5%	-1%	1.7%	-6%	-7%
Cc1ccc2c(C)nc(Nc3ncc4c(n3)CCCC4=O)nc2c1	7%	2%	nt	15%	nt
C[C@@H]1C=C(C(=O)O)O[C@H](OCc2ccc(CO)cc2)C1	-6%	4%	i	4%	-14%
CCOC1CCCC(n2cnc3c(=S)nc[nH]c32)O1 (stereo not drawn)	nt	nt	2.7%	nt	4%
O=C(O)CN(c1ccccc1)C1SC(=O)NC1=O (stereo not drawn)	-11%	-15%	0.1%	1%	3%
Cc1ccc(-n2nc3c(c2NC(=O)c2cc4ccccc4o2)CS(=O)(=O)C3)cc1	4%	-5%	6.8%	-4%	24%
O=C(NCC1(c2ccccc2)CCOCC1)c1cccs1	0%	1%	0.2%	3%	10%
O=C(COC(=O)c1cc2ccccc2cc1O)Nc1ccccc1F	51%	nt	1.7%	61%	-7%
O=C(/C=C/c1ccc2c(c1)OCO2)N1CCCCC1	?	11%	0.1%	4%	-6%
COc1ccc(CNC(=O)CSCc2cccc(Cl)c2)cc1	72%	4%	i	5%	2%
COc1ccc(NC(=O)c2ccccc2Sc2ccc(NC(C)=O)nc2)cc1	-18%	1%	1.8%	-7%	1%
Cc1sc2nc(C3CC3)nc(SCC(=O)N3c4ccccc4CC3C)c2c1C (stereo not drawn)	32%	-10%	?	2%	-8%
NC(=O)CSc1oc(-c2ccco2)nc1S(=O)(=O)c1ccccc1	-3%	-7%	1.0%	-3%	0%
O=C(c1cc(Cl)nc2ccccc12)N1CCCCC1	0%	-5%	i	3%	5%
COc1cccc(-n2nnc3c(=O)n(Cc4ccccc4Cl)cnc32)c1	-15%	-2%	1.2%	-7%	-8%
O=C(Nc1ccccn1)c1ccc(Cl)c([N+](=O)[O-])c1	28%	0%	4.0%	-3%	nt
Cc1nc(SC(C)C(=O)NC2CCCC2)c2ccccc2n1 (stereo not drawn)	29%	nt	i	-2%	-13%
Cc1ccc(N2CC(C(=O)Nc3ccc(S(=O)(=O)NCC4CCCO4)cc3)CC2=O)cc1C (stereo not drawn)	10%	11%	3.4%	1%	6%
Cc1cccc(Cn2nnc3c2C(=O)c2ccccc2C3=O)c1	78%	4%	i	53%	-35%
O=C(Nc1cccc(S(=O)(=O)NC2=NCCCCC2)c1)c1cc(-c2ccco2)nc2ccccc12	-3%	4%	3.5%	4%	0%
COc1ccc(-c2nc(C(F)(F)F)c(OC)o2)cc1OC	7%	-2%	0.7%	-5%	-8%
COc1ccc(/C=N/N2CCN(c3ccccc3)CC2)cc1Br	0%	-3%	0.5%	1%	-3%
COC(=O)Nc1nnc(SCc2ccc(C)cc2)s1	39%	5%	i	7%	-14%
CCCc1c(C)nn(-c2ncccc2[N+](=O)[O-])c1C	3%	5%	0.5%	10%	-1%
NC(=O)c1c(NC(=O)CSc2nnc(-c3ccccc3)n2CC2CCCO2)sc2c1CCC2 (stereo not drawn)	57%	-13%	2.1%	?	3%
